# Compound activity as filed in PubChem BioAssay.
# TAAR1 antagonist – antagonists of human TAAR1; Q96RJ0; CHO RD-HGA16 TAAR1, Fluo-8 calcium fluorescence, antagonist; inhibition, % at 3 µM; 360,000 compounds, 1.5% hits;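 active = inhibition above a per-plate cutoff, the mean inhibition of test compounds on that plate plus 3 SD, cut at about 49% in these data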;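 note: 0% = DMSO plus EC80 beta-PEA response and 100% = DMSO alone without agonist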
# Target sequence (Q96RJ0 whole entry, looked up): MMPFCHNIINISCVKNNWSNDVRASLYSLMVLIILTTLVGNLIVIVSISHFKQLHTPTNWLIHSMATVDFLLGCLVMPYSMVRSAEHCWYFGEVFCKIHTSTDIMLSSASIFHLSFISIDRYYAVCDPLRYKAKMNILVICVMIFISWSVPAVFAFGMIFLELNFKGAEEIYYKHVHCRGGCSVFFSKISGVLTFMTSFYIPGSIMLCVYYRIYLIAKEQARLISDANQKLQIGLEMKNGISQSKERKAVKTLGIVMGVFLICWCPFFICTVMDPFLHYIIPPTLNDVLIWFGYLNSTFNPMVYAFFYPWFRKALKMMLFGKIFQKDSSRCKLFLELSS
#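 Assay system: RD-HGA16 CHO cells with stable hTAAR1 and Gα16 / Reagent: EC80 β-phenethylamine stimulus / Doses: 3 µM, single point / Timing: dye loading 75 min at 37 °C, then 30 min room temperature / Measured by: Fluo-8 intracellular calcium dye fluorescence, real-time kinetic reads / Controls: vehicle wells and EC80 agonist wells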
# TAAR1 agonist – agonists of human TAAR1; 360,000 compounds, 0.99% hits; activation, % at 3 µM; Q96RJ0; CHO RD-HGA16 TAAR1, Fluo-8 calcium fluorescence; vehicle wells 0%, saturating PEA agonist 100%;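 active = activation above the mean activation of all test compounds in the run plus 3 SD, cut at about 38% in these data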
#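 Assay system: CHO-derived RD-HGA16 cells with stable Gα16 and human TAAR1; timing: 17-24 h seeding, 75 min 37 °C dye, 30 min RT; read-out: % activation from peak over basal fluorescence ratio, DMSO-to-PEA scaled; measured by: kinetic Fluo-8 calcium fluorescence; benchmarks: low control DMSO, high control PEA (EC100); doses: 3 µM single concentration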
# CHO parental Ca – counter-screen: ATP calcium response change in parental CHO cells. parental CHO-K1, ATP-induced calcium, Fluo-8 fluorescence. inhibition, % at 5.6 µM. 330,000 compounds, 0.63% hits. AID 463079;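 active = inhibition above that plate's mean sample inhibition plus 3 SD, cut at about 26% in these data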;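 note: 0% = ATP-challenged DMSO wells and 100% = DMSO wells without ATP; some compounds past the cut are filed as inactive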
#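 Assay system: parental CHO cells; Read-out basis: percent inhibition of ATP-evoked calcium rise, normalized to controls; Benchmarks: ATP and no-ATP DMSO wells; Compound dosing: single nominal dose of 5.6 µM per compound; Signal: Fluo-8 calcium dye fluorescence; Also added: ATP as calcium-mobilizing challenge; Repeats: singlicate.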
# M1 PAM parental – nonselective activator or artifact in parental CHO-K1 calcium assay; ATP EC20, Fluo-8 calcium fluorescence; 0% at ATP EC20, 100% at ATP max; activation, % at 3 µM; 360,000 compounds, 0.02% hits;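 active = activation above the run cutoff, the mean activation of all test compounds plus 3 SD, cut at about 40% in these data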;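 note: peak over basal fluorescence ratio in a 140 s read after ATP addition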
# CHRM1 agonist – activates human CHRM1 receptor; 360,000 compounds, 0.33% hits; CHO-K1 hM1, Fluo-8 calcium fluorescence, agonist mode; 0% DMSO, 100% acetylcholine EC100; activation, % at 3 µM;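 active = activation above the run's mean compound activation plus 3 SD, cut at about 16% in these data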;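 note: peak over basal fluorescence ratio within a 140 s kinetic read after compound addition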
# Target sequence (P11229 whole entry, looked up): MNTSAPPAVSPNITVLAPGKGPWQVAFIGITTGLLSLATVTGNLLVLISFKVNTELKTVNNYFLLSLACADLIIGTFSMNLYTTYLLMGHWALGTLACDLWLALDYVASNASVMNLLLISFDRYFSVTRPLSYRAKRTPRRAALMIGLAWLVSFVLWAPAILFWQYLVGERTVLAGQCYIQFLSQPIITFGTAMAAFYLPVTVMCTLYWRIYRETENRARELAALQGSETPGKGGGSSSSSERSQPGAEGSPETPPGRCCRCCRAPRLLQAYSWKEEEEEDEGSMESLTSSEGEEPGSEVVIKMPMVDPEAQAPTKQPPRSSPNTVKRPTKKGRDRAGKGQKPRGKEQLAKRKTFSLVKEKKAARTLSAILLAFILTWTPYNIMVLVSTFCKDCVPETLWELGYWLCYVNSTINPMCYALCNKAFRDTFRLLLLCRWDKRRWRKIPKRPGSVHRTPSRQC
# CHO-K1 Ca antag – counter-screen for M1 antagonists: effect in parental CHO-K1 cells. ATP-induced calcium, Fluo-8 fluorescence. inhibition, % at 3 µM. 360,000 compounds, 0.6% hits. AID 602250;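 active = inhibition above a per-plate cutoff, the plate's mean sample inhibition plus 3 SD, cut at about 24% in these data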;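 note: 0% = DMSO plus EC80 ATP and 100% = DMSO alone without ATP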
# CHRM1 antagonist – human CHRM1 antagonism | P11229 | CHO-K1 hM1, Fluo-8 calcium fluorescence, ACh EC80 antagonist | 360,000 compounds, 1.3% hits | inhibition, % at 3 µM | AID 588852;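 active = percent inhibition above its own plate's cutoff, namely the mean of that plate's compound wells plus 3 SD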;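 note: peak over basal fluorescence ratio during 140 s after agonist addition; 0% = ACh EC80 plus DMSO and 100% = DMSO alone without agonist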
# OXTR potentiator – potentiates the human oxytocin receptor response; P30559; CHO-OTR cells, Fluo-8 calcium fluorescence, potentiator mode; 0% = oxytocin EC15, 100% = EC100; activation, % at 3 µM; 320,000 compounds, 0.061% hits; AID 2445;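 active = activation above that plate's cutoff, the mean activation of tested compounds plus 3 SD, cut at about 6.6% in these data, passing the limit was not always enough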;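 note: 100% uses oxytocin at 75 nM as the full agonist control; some results filed as inactive read as strong as hits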
#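 System: human OTR in CHO cells / Also added: sub-maximal oxytocin, roughly EC15 / Control set: EC15 oxytocin low, 75 nM oxytocin high / Schedule: 6 min compound pre-incubation at room temperature, 100 s kinetic read / Compound: single-point 3.0 µM / Replication: singlicate / Technique: Fluo-8 calcium dye fluorescence / Read-out basis: % activation of max/min ratio relative to oxytocin controls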
# M1 ag parental – M1 agonist counterscreen hit in parental CHO-K1 cells; 360,000 compounds, 0.48% hits; activation, % at 3 µM; Fluo-8 calcium fluorescence; scaled to maximal ATP response, vehicle zero; in the data active = activation above about 15%;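 note: untransfected CHO-K1 host cells lacking M1 receptor as counterscreen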
# Numbers without * were called inactive; . = no result given. Rows were taken by chance, and some 4.2% of all compounds hit somewhere here.
SMILES,TAAR1 antagonist,TAAR1 agonist,CHO parental Ca,M1 PAM parental,CHRM1 agonist,CHO-K1 Ca antag,CHRM1 antagonist,OXTR potentiator,M1 ag parental
O=C(CCc1c[nH]c2ccccc12)NC1CC1,-1,15,15,15,0,-9,-22,-3,0.3
COC(=O)c1cc(S(=O)(=O)N2CCOCC2)c(Cl)cc1N1CCOCC1,3,2,0,7,-3,0,-7,-7,0.4
C=CCc1cc(C=O)cc(OC)c1OCc1c(Cl)cccc1Cl,13,19,-28,19,-7,-23,-7,-8,0.5
COc1ccccc1C=NN=C1c2ccccc2-c2ccccc21,-28,1,.,12,-1,-9,-18,.,1.1
O=[N+]([O-])c1c(Nc2ccccc2)ccc2nonc12,-20,0,1,-2,-3,-20,-9,-6,0.3
CN(C)C(CNC(=S)Nc1ccccc1)c1cccnc1 (stereo not drawn),2,0,-2,20,-5,-7,-11,-7,0.2
CCOc1ccc(NC(=O)NCCN2C(C)CCCC2C)cc1 (stereo not drawn),1,7,-5,26,-8,-17,-6,6,1.1
COCCN(Cc1ccccc1)C(=O)c1cccc(S(=O)(=O)N2CCN(Cc3ccccc3)CC2)c1,7,1,.,4,-5,3,9,.,4.7
Cc1cc(C)cc(NC(=O)CSc2nnc(CNC(=O)c3ccco3)o2)c1,-4,1,-5,16,-2,11,-11,-6,0.2
COc1ccc(-c2nc(SCC(=O)NCc3ccco3)c(-c3ccccc3)[nH]2)cc1OC,20,8,-15,0,-4,13,-34,-1,2.1
CCOC(=O)C1=C(O)C(=O)N(c2ccc(S(N)(=O)=O)cc2)C1c1ccc(OC)cc1 (stereo not drawn),.,.,-6,28,-4,-14,-6,0,1.3
CC1CCN(S(=O)(=O)c2cn(CC(=O)N3CCN(c4cccc(C(F)(F)F)c4)CC3)cn2)CC1,.,.,-10,-2,0,-6,-6,-11,5.0
CC(C)=CCC[C@H](C)C[C@@H]1CC2=C(C(=O)OC(C)(C)O2)[C@H](c2ccc(Cl)cc2)O1,-7,5,.,-10,-4,-14,-3,.,-0.6
CCc1sc(NC(=O)CN2CCOCC2)nc1-c1ccccc1,-6,8,-11,8,-10,-16,-10,-6,0.2
CN1C(=O)/C(=C/c2ccc(OCc3ccccc3F)cc2)N(C)C1=S,2,-2,-10,-3,-5,-7,0,5,0.6
O=C1Nc2c(Br)cc(Br)cc2C1(O)N1CCOCC1 (stereo not drawn),2,13,-7,4,1,-1,-14,-3,0.2
C[N+]1(CC(O)COc2ccccc2)CCN(C(=O)c2ccc([N+](=O)[O-])cc2)CC1 (stereo not drawn),16,0,-3,4,-9,6,-3,-4,-0.1
Nc1cc(Cl)ccc1N1CCCCCC1,-28,4,-2,-11,-7,-13,0,-7,0.5
C[C@@H]1CN([C@@H](C)CO)C(=O)CCCn2nncc2CO[C@@H]1CN(C)S(=O)(=O)c1cccs1,2,0,.,-11,-10,12,-5,.,-0.1
O=C(CNC(=O)c1ccco1)Nc1ccc(S(=O)(=O)N2CCCC2)cc1,9,10,-2,13,-7,-5,-10,-3,0.2
COc1ccc(N2CCN(CC(=O)Nc3c(C)cccc3C)CC2)cc1,-14,0,.,12,1,-3,-7,.,0.5
CCCCC(C(=O)NC(=O)NCc1ccccc1)N1C(=O)c2ccccc2C1=O (stereo not drawn),12,0,1,3,-3,-1,2,-11,0.3
CCN1C(=O)Nc2cccc3cccc1c23,4,1,-9,0,-7,-1,-9,-5,0.0
O=c1[nH]c(CN2CCN(S(=O)(=O)/C=C/c3ccccc3)CC2)nc2cc(Cl)ccc12,2,0,7,5,-2,-11,-1,-4,0.8
CCNc1nc(NCc2ccccc2)nc(SCC(N)=O)n1,5,1,-9,7,0,-9,-14,-1,0.8

# The final 2 records of the section before come first, to join the parts:
SMILES,TAAR1 antagonist,TAAR1 agonist,CHO parental Ca,M1 PAM parental,CHRM1 agonist,CHO-K1 Ca antag,CHRM1 antagonist,OXTR potentiator,M1 ag parental
O=c1[nH]c(CN2CCN(S(=O)(=O)/C=C/c3ccccc3)CC2)nc2cc(Cl)ccc12,2,0,7,5,-2,-11,-1,-4,0.8
CCNc1nc(NCc2ccccc2)nc(SCC(N)=O)n1,5,1,-9,7,0,-9,-14,-1,0.8
C[C@H](CO)N1C[C@H](C)[C@@H](CN(C)S(C)(=O)=O)Oc2ccc(NC(=O)C3CCCCC3)cc2C1=O,2,6,1,8,11,-12,-1,-7,0.5
O=C(c1ccco1)N1CCC(n2nnc3ccccc32)CC1,-1,18,-14,-2,-3,8,13,-3,0.7
O=C(Nc1ccccc1-c1nnn(CC(=O)N2CCCc3ccccc32)n1)c1ccco1,43,10,-10,20,-5,-18,18,2,6.4
Clc1ccccc1-c1nn2c(-c3ccccn3)nnc2s1,12,5,1,11,-7,-1,-13,-3,1.1
O=c1cc(-c2ccccc2)cc(-c2ccccc2)n1O,15,5,-10,4,-1,-7,-8,-15,-0.5
CCc1ccc(C2C3=C(CCCC3=O)OC3=C2C(=O)CCC3)cc1,13,10,-3,-3,-11,5,-1,-1,0.7
Cc1ccc(C)c(NS(=O)(=O)c2cc(C(=O)N3CCc4ccccc4C3)ccc2Cl)c1,28,5,-26,8,-2,-10,12,-10,2.6
Cc1ccc(S(=O)(=O)N(C)c2ccc(OC(C)C(=O)N(C)c3ccccc3)cc2)cc1 (stereo not drawn),11,5,.,-6,1,4,0,.,5.8
C(=C\c1ccccc1)/CN1CCN(C(c2cc3ccccc3o2)c2nnnn2-c2ccc3c(c2)OCCO3)CC1 (stereo not drawn),14,0,.,4,-4,-9,76*,.,0.8
COc1ccc(OC)c(NC(=O)COC(=O)CCC2CCCC2)c1,15,11,6,1,-2,-5,3,-3,-0.2
CN1CCN(C(=O)CCn2nc(-c3ccccc3)c3ccccc3c2=O)CC1,-11,-1,-20,16,-3,-12,-9,-8,2.6
CCN(CC)S(=O)(=O)N1CCC(C(=O)NCCN2CCOCC2)CC1,5,10,-13,17,-5,-11,-9,-5,0.4
N#Cc1cccc(-c2nnc(SCc3ccccc3C#N)o2)c1,0,2,-6,9,-3,-1,-11,-13,0.7
Cc1ccc(C(=O)NCC(=O)OCC(=O)NC(C)c2ccccc2)s1 (stereo not drawn),-3,0,-9,3,-3,-2,-3,-4,-0.2
CN(CC(=O)NCc1cccnc1)S(=O)(=O)c1ccc2c(c1)c(=O)n(C)c(=O)n2C,21,1,-2,32,-7,-18,-29,-8,0.4
Cc1cc(=O)[nH]c(SCc2cc(Cl)ccc2OC(F)F)n1,12,16,-6,-2,0,-8,6,-3,2.4
CC1=C(C(=O)N2CCOCC2)CC(CC(=O)NCCCN(C)C)C(=O)N1CCCN1CCCC1=O (stereo not drawn),-10,1,.,14,.,-23,.,.,1.4
O=c1[nH]cnc2c1ncn2Cc1ccc([N+](=O)[O-])cc1,-3,0,-22,1,0,-6,-11,-7,0.3
Cc1cccc(NC(=O)COC(=O)c2ccccc2SCC(=O)N2CCCC2)c1,13,4,-28,-12,-3,-5,-3,-3,5.2
Oc1cccc(Nc2ncnc3ccccc23)c1,-2,2,-18,24,-5,-17,-12,-2,1.3
Cc1cc[n+](CC(=O)Nc2ccccc2)cc1,13,3,-4,18,-5,-9,-15,-5,0.8
O=S(=O)(Nc1ccc(S(=O)(=O)N2CCCCCC2)cc1)c1cccs1,10,0,1,5,-2,-12,-15,-6,2.7
COc1ccc(CNc2ccc(C)c(C)c2)cc1,-15,2,-3,14,-2,-10,-14,-2,0.5
COc1cccc(C(=O)N2CCN=C2SC)c1,-18,4,-3,13,-2,-20,-10,1,0.9
NC(=O)c1ccccc1OCC(=O)Nc1ccc(Cl)c(Cl)c1,28,9,-6,4,1,-7,3,-16,11
SMILES,TAAR1 antagonist,TAAR1 agonist,CHO parental Ca,M1 PAM parental,CHRM1 agonist,CHO-K1 Ca antag,CHRM1 antagonist,OXTR potentiator,M1 ag parental
CCc1nc2c(OCc3ccc(Cl)cc3)cccn2c1N(C)C(=O)c1ccc(C)cc1,-41,-1,.,4,-10,-5,19,.,0.1
CCc1ccc(NC(=O)Cn2c3[n+](c4c(F)c(F)ccc42)CCCCC3)cc1,-5,4,2,19,-14,-9,1,-9,-0.5
Cc1ccc(/C=N/n2c(=O)c(C(C)(C)C)nn3cnnc23)cc1,-7,0,-6,-8,0,15,5,-6,-0.3
CC(C)C(NC(=O)C1CCC(C(C)(C)C)CC1)C(=O)NCCCN1CCCCC1 (stereo not drawn),-26,1,-16,7,-5,-1,-9,-3,-0.4
c1coc(-c2nc3ccccc3s2)c1,-12,-2,.,4,-3,-11,-1,.,-0.1
Cc1ccc2c(c1)nc(-n1nc(C)cc1C)c1nnnn12,0,4,-6,-2,-6,9,4,-14,0.3
Cc1ccc(OCc2nnc(SCc3cc(=O)[nH]c4ccccc34)o2)cc1,-11,5,-34,5,-3,-8,-12,-1,0.0
Cc1ccc([C@H]2N[C@]3(CCCN(Cc4ccc(F)cc4)C3=O)[C@H]3C(=O)N(C)C(=O)[C@@H]23)cc1,-7,0,.,-8,-2,7,-10,.,0.0
CCOCCOC(=O)NCCCCCCNC(=O)OCCOCC,-18,-1,-24,-20,-4,-9,-19,-7,0.2
NC(=O)NC(CC(=O)OCC(=O)NC(=O)NCc1ccco1)c1ccc(Cl)cc1 (stereo not drawn),-4,14,-11,10,-3,-3,-24,-18,0.1
O=C(c1ccc(Cn2c(=O)[nH]c3ccccc3c2=O)cc1)N1CCN(c2ccc(Cl)cc2)CC1,24,14,-11,10,-1,-5,7,-17,2.8
COc1ccc(OCCCC(=O)Nc2cccc([N+](=O)[O-])c2)cc1,15,1,-12,10,-3,1,5,-13,5.9
COc1ccc2oc(C(=O)N3CCN(S(=O)(=O)c4ccc(F)cc4)CC3)c(C)c2c1,23,5,-9,-13,2,1,9,-10,0.3
COC(=O)c1ccccc1NC(=O)c1cc2n(n1)C(C(F)F)CC(C(F)F)N2 (stereo not drawn),-2,3,-12,17,-2,-11,-30,-4,0.5
COc1ccc(N(CC(=O)Nc2cc(Cl)ccc2OC)S(=O)(=O)c2c(C)noc2C)cc1,0,7,-5,-5,-6,11,-1,-7,0.0
CCCCN1C(=O)C(=O)NC[C@@H]1Cc1ccc(O)cc1,-8,1,.,0,.,-9,.,.,0.9
Cc1cc(Nc2ccccc2)n(C(=O)c2ccc(N)cc2)n1,-6,-1,-2,13,0,-8,-39,-16,-0.1
